Screening results from PubChem BioAssay.
Gal4-VP16 FLuc – VP16 counterscreen qHTS for inhibitors of ROR gamma transcriptional activity. Drosophila S2 Gal4-VP16 UAS-luciferase, luminescence, 20 h. Potency, µM (titrated, usually from 53.6 µM), inactives show at the highest dose activity, negative = inhibition, most hits filed as inhibitors. 3.5% of 310,000 active;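 note: Gal4-VP16 expression switched on by copper sulfate through the metallothionein promoter; potency is the fitted concentration of half-maximal effect; % is set by controls: 0 for no effect and ±100 for the full control effect; nearly all actives have a fitted effect of over 50% in size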
Giardia killer – Small Molecules that selectively kill Giardia lamblia: qHTS. Giardia lamblia trophozoite viability. activity change, % at 7.66 µM, hits read low. 0.15% of 340,000 active; in the data active = activity change below about -80%; inconclusive = between about -30% and that limit;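 note: parasites exposed to compound for two days anaerobically before the ATP read; % is set by controls: 0 for no effect and ±100 for the full control effect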
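Luminescence from cellular ATP indicates surviving trophozoites (100 cells/well) following 48 hrs anaerobic compound treatment at 37 deg C; signal develops 15-30 min at room temperature.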
FLuc modulator – qHTS profiling assay for firefly luciferase inhibitor/activator using purifed enzyme and Km concentrations of substrates (counterscreen for miR-21 project). Luciferin 4-monooxygenase (Photinus pyralis), P08659. purified FLuc, Km substrates, luminescence inhibition. Potency, µM (titrated, usually from 57.5 µM), for the others: top-dose activity change, negative = inhibition, actives largely listed as inhibitors. 6.9% of 360,000 active. AID 588342, 2011;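 note: potency is the fitted concentration of half-maximal effect; plate controls were vehicle for no effect and reference inhibitor for full effect; nearly all actives have a fitted effect of over 55% in size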
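Purified P. pyralis luciferase, 10 nM final, with Km-level 10 uM D-luciferin and 10 uM ATP in 50 mM Tris acetate pH 7.5, 10 mM Mg acetate, 0.01% Tween-20, 0.05% BSA; 6-point qHTS titration about 60 µM downward; luminescence read.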
KCNH2 3.1 inh – qHTS for Inhibitors of KCHN2 3.1: Mutant qHTS; 0.95% of 340,000 active; activity change, % (tested at about 1.8 µM); Potassium voltage-gated channel subfamily H member 2, brain isoform KCNH2 3.1 (human); U2OS KCNH2 3.1, thallium flux FluxOr; hits give low values;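 active = maximum activity change below -70%; inconclusive = maximum activity change from -70% to -50%; inactive = maximum activity change above -50%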;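 note: thallium influx rate constant from kinetic fluorescence after stimulation buffer; % is set by controls: 0 for no effect and ±100 for the full control effect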
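FluxOr-based Tl+ influx in U2OS cells transduced with KCNH2 3.1 virus; rate constants normalized to DMSO controls.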
RORg inh – qHTS for inhibitors of ROR gamma transcriptional activity. Nuclear receptor ROR-gamma (Mus musculus), P51450. Drosophila S2 Gal4-RORgamma UAS-luciferase reporter, 20 h. Potency, µM (doses to about 53.6 µM), for the others: at the highest dose activity change, negative = inhibition, actives largely listed as inhibitors. 5.4% of 310,000 active. AID 2551, 2010; note: potency is the fitted concentration of half-maximal effect; % is set by controls: 0 for no effect and ±100 for the full control effect; nearly all actives have a fitted effect of over 60% in size
Target sequence (P51450 whole entry, looked up, the tested form may be a part): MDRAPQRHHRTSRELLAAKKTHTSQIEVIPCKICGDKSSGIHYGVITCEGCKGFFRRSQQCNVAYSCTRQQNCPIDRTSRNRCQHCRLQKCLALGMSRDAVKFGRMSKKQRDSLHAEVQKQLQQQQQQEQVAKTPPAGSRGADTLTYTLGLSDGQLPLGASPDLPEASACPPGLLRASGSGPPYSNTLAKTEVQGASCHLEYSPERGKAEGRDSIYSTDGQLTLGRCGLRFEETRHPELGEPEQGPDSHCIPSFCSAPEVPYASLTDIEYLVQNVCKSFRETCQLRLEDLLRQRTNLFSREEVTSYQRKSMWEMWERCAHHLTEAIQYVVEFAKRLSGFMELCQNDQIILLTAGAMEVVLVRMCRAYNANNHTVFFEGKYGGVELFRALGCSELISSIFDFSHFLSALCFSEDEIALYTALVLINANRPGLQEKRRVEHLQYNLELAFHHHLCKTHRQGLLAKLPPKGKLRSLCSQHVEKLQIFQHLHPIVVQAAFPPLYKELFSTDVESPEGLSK
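A Gal4/UAS one-hybrid system in insect cells: metallothionein-promoter Gal4–ROR gamma fusion plus Photinus luciferase reporter. Copper sulfate 700 uM final, 20 hr ambient incubation, luminescent detection after 10 min with reagent.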
ELG1 genotoxic – qHTS screen for small molecules that induce genotoxicity in human embryonic kidney (HEK293T) cells expressing luciferase-tagged ELG1 | HEK293T ELG1-luciferase reporter, luminescence, 16 h | Potency, µM (doses to about 46 µM), inactives show at the top dose activity change, positive = activation, hits mostly activators | 1.3% of 330,000 active | AID 504466, 2011; note: potency is the fitted concentration of half-maximal effect; % of control where 0% means no effect; nearly all actives have a fitted effect of over 60% in size
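Cells (2,000/well) expressing the ELG1-luciferase fusion are dosed by pin tool and kept 16 hr at 37 °C, 5% CO2. Signal comes from ONE-Glo luciferase reagent after 30 min at room temperature.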
Tb PFK block – qHTS Assay to Find Inhibitors of T. brucei phosphofructokinase; Potency, µM (series often up to 57.5 µM), for the others: top-dose activity, negative = inhibition, most hits filed as inhibitors; AID 485367, 2010; 0.17% of 330,000 active; T. brucei PFK, ADP-Glo luminescence; ATP-dependent 6-phosphofructokinase (Trypanosoma brucei brucei), O15648;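 note: potency is the fitted concentration of half-maximal effect; 0% = uninhibited 1x PFK enzyme wells and -100% = no-enzyme wells; nearly all actives have a fitted effect of over 60% in size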
Target sequence (O15648 whole entry, looked up): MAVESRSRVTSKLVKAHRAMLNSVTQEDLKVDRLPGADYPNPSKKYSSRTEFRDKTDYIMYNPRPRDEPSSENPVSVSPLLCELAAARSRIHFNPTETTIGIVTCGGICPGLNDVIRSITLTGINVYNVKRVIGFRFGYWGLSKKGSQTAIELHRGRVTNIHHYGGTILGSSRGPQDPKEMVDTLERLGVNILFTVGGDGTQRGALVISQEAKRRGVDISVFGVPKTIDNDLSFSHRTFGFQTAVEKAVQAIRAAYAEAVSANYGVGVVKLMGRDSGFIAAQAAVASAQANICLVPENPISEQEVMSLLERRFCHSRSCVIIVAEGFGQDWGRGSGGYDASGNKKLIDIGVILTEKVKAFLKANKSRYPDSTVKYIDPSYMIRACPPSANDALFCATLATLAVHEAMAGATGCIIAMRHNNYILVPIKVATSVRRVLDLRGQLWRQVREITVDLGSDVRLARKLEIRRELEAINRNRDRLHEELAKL
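Compounds were pin-transferred as a titration series up to 57 uM into substrate buffer (0.5 mM F6P, 0.1 mM ATP, pH 8.0), then 1.25 nM PFK was added and reactions ran 45 min before ADP-Glo detection.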
NPC1 promoter act – qHTS Assay for NPC1 Promoter Activators. 2.4% of 320,000 active. Huh7 NPC1 promoter luciferase reporter, 24 h. Potency, µM (titrated, usually from 9.22 µM), for inactives: top-dose activation, hits mostly activators. AID 485313, 2010;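 note: potency is the fitted concentration of half-maximal effect; % of control where 0% means no effect; nearly all actives have a fitted effect of over 60% in size; reporter is driven by a mutant NPC1 promoter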
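Stably transfected Huh7 (NPC1 promoter→luciferase), 1500 cells/well in Opti-MEM + 10% FBS, 2 h settle, then compound 24 h at 37 °C. Luminescence after 10 min with Amplite reagent.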
Rab9 promoter act – qHTS Assay for Rab9 Promoter Activators | Potency, µM (titrated, usually from 9.22 µM), inactives show at the top dose activation, negative = inhibition, hits mostly activators | 2.8% of 320,000 active | Huh7 Rab9 promoter-luciferase reporter, luminescence, 24 h | AID 485297, 2010; note: potency is the fitted concentration of half-maximal effect; % of control where 0% means no effect; nearly all actives have a fitted effect of over 60% in size
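Using Huh7 cells stably transfected with Rab9 promoter–luciferase, compounds were incubated 24 h at 37 °C, 5% CO2; luciferase luminescence was read 10 min after reagent addition.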
Coupling enz – qHTS Assay for Inhibitors of Fructose-1,6-bisphosphate Aldolase from Giardia Lamblia: Coupling assay counterscreen | 0.67% of 290,000 active | coupling enzyme system counterscreen, AmpLite Red fluorescence | activity change, negative = inhibition, % at 58.2 µM, hits read low; in the data active = activity change below about -30%; note: % is set by controls: 0 for no effect and ±100 for the full control effect
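Counterscreen of the coupled detection system alone, without aldolase: glyceraldehyde-3-phosphate coupling enzymes plus AmpLite Red readout. Compounds at 57.5 uM final, 10 min RT preincubation, 20 min RT reaction, fluorescence 525/598 nm.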
uPA surface inh – qHTS for Inhibitors of Cell Surface uPA Generation | cell surface uPA generation assay, qHTS | Potency, µM (highest dose often 38.3 µM), for the others: top-dose activity change, negative = inhibition, hits mostly inhibitors | 0.31% of 330,000 active | AID 540303, 2011; active = well fitted inhibition curve with a large enough effect; inconclusive = small, poorly fitted or top-dose-only effect; inactive = no such curve, though single readings can be large or run the other way; tested in mouse RAW 264.7 cells; note: potency is the fitted concentration of half-maximal effect; % is set by controls: 0 for no effect and ±100 for the full control effect; nearly all actives have a fitted effect of over 55% in size
The depositor's hits bear a star; ? = inconclusive; . = not tested or not shown; & = joins results of further samples; [ ] = another dose, or the depositor's remark. Unless noted, calls come from the whole dose curve; as a rule, active = well fitted curve in the direction sought with a large enough effect; inconclusive = small, poorly fitted or top-dose-only effect, or another doubt; inactive = no such curve, though single readings can be large; an effect the other way counts as inactive or inconclusive.

SMILES	Gal4-VP16 FLuc	Giardia killer	FLuc modulator	KCNH2 3.1 inh	RORg inh	ELG1 genotoxic	Tb PFK block	NPC1 promoter act	Rab9 promoter act	Coupling enz	uPA surface inh
[O-][n+]1onc2c1CCC(=N/O)/C2=N\Nc1ccccc1	-27%	.	?	.	?	18%	4%	12%	12%	-27	.
O=C(Nc1ccc(CN2CCOCC2)cc1)c1cc2ccccc2o1	?	-23	3.8µM*	-5	11µM*	12%	-7%	1.6µM*	0.63µM*	0	-29%
CCCNC(=O)C1Cc2cc(S(=O)(=O)N3CCCC3)ccc2N1C(C)=O (centres undefined)	1%	32[activator]	0%	-18	-19%	2%	-2%	-2%	-1%	.	5%
Cc1cc(=O)n2nc(N3CCCC(C(=O)NCc4cccc(Br)c4)C3)sc2n1 (centres undefined)	-5%	11	0%	5	-30%	3%	-5%	-3%	?	1	4%
O=C(CSc1nc2cc(Cl)ccc2o1)NC1CC1	.	?	.	6	.	1%	3%	.	.	.	-8%
CN1C(=O)S/C(=C/c2cccnc2)C1=O	-8%	-11	2%	-4	-14%	3%	-2%	-2%	3%	0	-12%
Cc1cccc(C(=O)NN(C)c2nc(-c3ccccc3)nnc2C(F)(F)F)c1	-6%	-1	0%	1	-3%	-1%	-2%	0%	-4%	0	0%
COC(=O)CCC(=O)Nc1ccc(S(=O)(=O)Nc2nc(C)cc(C)n2)cc1	-5%	-3	-1%	7	0%	1%	1%	5%	0%	0	-2%
N=c1oc2ccccc2cc1C(=O)Nc1cccc(F)c1	18%	-28	0.3µM*	13	?	?	1%	3.2µM*	?	0	11%
Oc1ccc(N=Cc2ccc(OCc3ccccc3)cc2)cc1	?	-1	13µM*	1	-38%	?	-12%	-4%	-3%	-32*	?
COc1ccc(-c2noc3c2-c2nc(-c4cccc(C)c4)sc2CC3)cc1	-11%	4	0%	7	15%	0%	-8%	-2%	-3%	-1	1%
Cc1cc(NCc2cccnc2)nc(N)n1	3%	12	0%	-13	-2%	1%	-3%	-1%	-3%	1	-4%
O=C(NCc1ccc(Cl)cc1)c1cccc(S(=O)(=O)N2CCCC2)c1	.	12	2%	-29	.	-2%	-15%	-5%	-2%	.	-3%
CC(=O)Nc1ccc(S(=O)(=O)N2CCSCC2)cc1	-5%	-8	1%	-1	11%	-2%	3%	-2%	4%	4	11%
Cc1ccc(O)c(C(=O)CC(=O)c2ccc(Cl)cc2)c1	5µM*	-9	24µM*	-17	3.5µM*	?	6%	15%	?	-1	-20%
COc1cc2ccccc2cc1C(=O)Nc1ccccc1N1CCN(S(C)(=O)=O)CC1	-3%	12	0%	-2	9%	.	.	.	.	-1	15%
Cc1ccccc1NC(=O)c1nn(-c2ccc(F)c(F)c2)ccc1=O	7%	-5	2%	42	14%	0%	-7%	-6%	2%	4	-3%
CCc1ccc(-c2nc(CSCC(=O)NCc3ccco3)c(C)o2)cc1	2µM*	8	24µM*	-2	0.4µM*	-6%	-3%	-15%	-16%	5	-4%
CCN1C(=NCc2ccco2)N[C@@H](c2cccc(C(F)(F)F)c2)C(C(=O)OC)=C1C	-4%	-4	4%	-28	-11%	-3%	-1%&7%	-6%	-3%	-2	-11%
Cn1nnc(NCc2cc(Br)ccc2OCc2ccccc2F)n1	?	3	-1%	-5	?	-9%	-3%	-3%	-5%	-15	-8%

Brought forward from above: 4 compounds; new compounds follow.
SMILES	Gal4-VP16 FLuc	Giardia killer	FLuc modulator	KCNH2 3.1 inh	RORg inh	ELG1 genotoxic	Tb PFK block	NPC1 promoter act	Rab9 promoter act	Coupling enz	uPA surface inh
Cc1ccccc1NC(=O)c1nn(-c2ccc(F)c(F)c2)ccc1=O	7%	-5	2%	42	14%	0%	-7%	-6%	2%	4	-3%
CCc1ccc(-c2nc(CSCC(=O)NCc3ccco3)c(C)o2)cc1	2µM*	8	24µM*	-2	0.4µM*	-6%	-3%	-15%	-16%	5	-4%
CCN1C(=NCc2ccco2)N[C@@H](c2cccc(C(F)(F)F)c2)C(C(=O)OC)=C1C	-4%	-4	4%	-28	-11%	-3%	-1%&7%	-6%	-3%	-2	-11%
Cn1nnc(NCc2cc(Br)ccc2OCc2ccccc2F)n1	?	3	-1%	-5	?	-9%	-3%	-3%	-5%	-15	-8%
COC(=O)c1cn(Cc2cc(OC)ccc2OC)cc(F)c1=O	-5%	-29	-4%	-15	17%	0%	-2%	2%	2%	1	1%
CC1=CC=CN2C1=NC(=O)CC2(C)C(=O)N(CC(=O)NC1CCCC1)c1ccccc1C (centres undefined)	-7%	1	-2%	4	-7%	-1%	-2%	-6%	-3%	3	0%
C=CCOc1ccc(C(=O)O)cc1Cl	-2%	-7	-9%	-3	2%	0%	2%	-2%	5%	3	5%
CCN(CC)S(=O)(=O)c1cccc(-c2n[nH]c(=S)n2/N=C/c2ccc(C(=O)OC)cc2)c1	-10%	21	-1%	-4	-45%	-2%	-3%	0%	-1%	3	-1%
O=C(NCc1cccc(Cl)c1)c1cccc(S(=O)(=O)N2CCCCC2)c1	.	5	5%	-2	.	-2%	0%	1%	2%	.	-8%
COC(=O)CSc1nc2c(c(-c3ccco3)c1C#N)CCCC2	17%	9	-18%	5	-9%	0%	?	11%	3%	-13	2%
CCOc1ccc(C2NC(=O)Cc3cc(OC)c(OC)cc32)cc1 (centres undefined)	-3%	14	-2%	3	3%	10%	4%	-2%	11%	4	3%
CN(C)CCCNC(=O)N1c2ccccc2C=Cc2ccccc21	-3%	-22	0%	9	5%	-4%	-1%	1%	-5%	-1	-8%
CCn1c(Cc2ccccc2)nnc1SCC(=O)Nc1ccc(N)cc1	7%	1	8%	19	-1%	0%	1%	-4%	5%	0	5%
CN(CCCCCCCCC(=O)/C=N/O)Cc1ccccc1	-2%	4	8%	4	-16%	3%	1%	-1%	7%	0	-7%
C(=N\c1nc2ccccc2n1CCN1CCOCC1)/c1cccs1	5%	-24	?	-14	-6%	0%	0%	-5%	0%	1	-5%
CC(=O)c1cnn(-c2ccc(Cl)c(Cl)c2Cl)c1C	-2%	7	-2%	24	24%	-2%	-13%	-1%	-4%	7	-1%
Cc1ccc(S(=O)(=O)N2CCCCC2)cc1NC(=O)c1cc(F)c(F)c(F)c1F	.	14	.	8	.	-2%	-2%	.	.	.	-4%
CC1CCCC(C)N1CCCNC(=O)C1CCCN(c2ncnc3c2nc2n3CCCCC2)C1 (centres undefined)	-10%	2	1%	12	-3%	6%	-4%	-1%	-1%	2	-4%
COc1ccc(C(c2nnnn2C2CCCC2)N2CCN(C(=O)c3ccco3)CC2)cc1OC (centres undefined)	-11%	-5	2%	-8	6%	3%	0%	2%	4%	0	-2%
Cn1c(=O)c2c(nc(CN3CCN(C(=O)c4ccco4)CC3)n2CCc2ccccc2)n(C)c1=O	-4%	-11	1%	-2	27%	1%	2%	-7%	5%	5	2%
C=CCn1c(SCC(=O)c2c(N)n(C)c(=O)n(C)c2=O)nnc1-c1ccccc1F	-1%	7	-2%	-15	6%	1%	3%	-3%	-3%	2	3%
COc1cc2nc(CN3CCN(S(=O)(=O)c4ccccc4C(F)(F)F)CC3)[nH]c(=O)c2cc1OC	.	4	.	-21	.	-7%	0%	.	.	.	2%
C=CCc1c(OC)ccc2ccc(=O)oc12	-2%	-2	0%	6	-1%	1%	1%	0%	-5%	0	-5%
COC(=O)c1ccc(N2CCN(C(C)=O)CC2)c(NC(=O)c2cccnc2)c1	-1%	14	1%	8	-1%	1%	0%	-3%	12%	1	-3%
Clc1ccc(COn2nnc3ccccc32)c(Cl)c1	27%	-6	3.8µM*	1	-20%	.	.	.	.	1	-3%
